EBNA-1 inhibitor = EBNA-1 DNA-binding inhibitors, primary screen, biochemical, fluorescence polarization; inhibition, % at 14.8 µM; 300,000 tested, 0.34% active; in the data active = inhibition above about 28%
Bcl-xL primary = inhibitors of human Bcl-xL, primary screen, biochemical, fluorescence polarization, HTS; Bcl-2-like protein 1 (Homo sapiens), Q07817; inhibition, % at 10.9 µM; GST-Bcl-xL / FITC-Bim BH3 peptide fluorescence polarization; 320,000 tested, 0.7% active;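 active = inhibition above the mean of all tested compounds plus 3 SD, cutoff set per campaign, cut at about 30% in these data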;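 note: 0% = DMSO wells and 100% = unlabeled Bim-BH3 peptide competitor; inhibitors lower millipolarization by displacing the labeled peptide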
Target sequence (Q07817 whole entry, looked up): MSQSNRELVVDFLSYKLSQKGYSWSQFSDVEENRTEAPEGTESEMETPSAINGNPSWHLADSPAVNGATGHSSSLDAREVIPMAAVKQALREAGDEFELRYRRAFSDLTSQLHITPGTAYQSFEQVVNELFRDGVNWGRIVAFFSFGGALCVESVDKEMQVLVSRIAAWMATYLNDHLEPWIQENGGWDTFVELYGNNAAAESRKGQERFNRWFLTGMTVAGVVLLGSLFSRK
Efflux pump mplx = inhibitors of Candida efflux pumps in yeast, primary screen, S. cerevisiae, Nile Red, multiplex; inhibition, % at 10 µM; S. cerevisiae Candida pump triplex; 330,000 tested, 0.44% active;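 active = plate passing quality check with inhibition over a set limit, or well fluorescence over plate mean plus 4 SD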;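 note: Nile Red retained in pooled yeast measured as flow cytometry median fluorescence; 0% = buffer negative control and 100% = Enniatin B positive control; higher means more Nile Red kept so more efflux inhibition; some compounds called inactive have numbers as strong as hits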
CR mimetic SO = reduction of superoxide in aged yeast, primary screen, HTS. AID 2690, 2010. 330,000 tested, 0.18% active. S. cerevisiae aged cells, superoxide DHE fluorescence; active compounds read low. superoxide response (% of plate mean), % at 10 µM;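 active = superoxide response under a set limit, about three screen SD below normal, cut at about 65% in these data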;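 note: yeast aged for seven days with compound at 30 °C before DHE staining; 100% = average MFI of all compound-treated wells on the plate with controls excluded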
ZTA counter = ZTA (EBV) inhibition in EBNA-1 counter-screen. 320,000 tested, 0.15% active. inhibition, % at 11 µM. ZTA-DNA binding, fluorescence polarization. P03206. AID 2234; in the data active = inhibition above about 33%
Target sequence (P03206 whole entry, looked up): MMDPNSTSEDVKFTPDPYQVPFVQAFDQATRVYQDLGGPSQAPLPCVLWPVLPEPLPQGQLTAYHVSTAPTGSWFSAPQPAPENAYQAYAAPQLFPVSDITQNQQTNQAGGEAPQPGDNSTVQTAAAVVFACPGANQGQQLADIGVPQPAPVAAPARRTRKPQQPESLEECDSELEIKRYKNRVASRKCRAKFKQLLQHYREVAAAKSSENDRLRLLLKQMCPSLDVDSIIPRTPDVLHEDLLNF
MEX-5 binding = MEX-5 zinc finger RNA-binding disruptors – biochemical, C. elegans, fluorescence polarization, MLPCN library, primary screen | 300,000 tested, 0.38% active | Zinc finger protein mex-5 (Caenorhabditis elegans), Q9XUB2 | MEX-5/FITC-TCR2 RNA binding; active compounds read low | activity score (negative = inhibition of binding), % at 10 µM;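 active = inhibition past about -25% in most replicates, and total fluorescence under double the plate's negative control median, limit read from the data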;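 note: 0% = DMSO and -100% = 5 µM competing unlabeled TCR2 RNA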
Fam108B counter = mouse Fam108B serine hydrolase inhibitors, primary screen, counter-screen for RBBP9 inhibitor project, biochemical, fluorescence polarization | inhibition, % at 9.51 µM | recombinant Fam108B, FP-Rh probe fluorescence polarization | 300,000 tested, 0.33% active;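 active = inhibition above the screen mean inhibition plus 3 SD, computed separately per campaign, cut at about 18% in these data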;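 note: inhibitors lower polarization as less probe binds the enzyme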
GLD-1 TGE inh = GLD-1/TGE RNA complex disruptors, primary screen, biochemical, fluorescence polarization | 320,000 tested, 0.44% active | purified GLD-1 + fluorescein TGE RNA | inhibition, % at 5.96 µM;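 active = percent inhibition above a per-plate cutoff, the plate mean of test compounds plus 3 SD, cut at about 30% in these data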;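 note: 0% = DMSO wells with GLD-1 and probe and 100% = wells lacking GLD-1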
MCL1-BIM inh = inhibitors of MCL1 binding to BIM-BH3, primary screen, biochemical, fluorescence polarization; Induced myeloid leukemia cell differentiation protein Mcl-1 (Homo sapiens), Q07820; inhibition, % at 10.9 µM; 320,000 tested, 0.68% active; GST-MCL1 / FITC-Bim-BH3 fluorescence polarization;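 active = inhibition above the mean inhibition of all tested compounds plus 3 SD, set per campaign, cut at about 40% in these data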;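 note: 0% = DMSO wells and 100% = unlabeled Bim-BH3 peptide control; higher means more loss of mP so more displacement of Bim peptide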
Target sequence (Q07820 whole entry, looked up): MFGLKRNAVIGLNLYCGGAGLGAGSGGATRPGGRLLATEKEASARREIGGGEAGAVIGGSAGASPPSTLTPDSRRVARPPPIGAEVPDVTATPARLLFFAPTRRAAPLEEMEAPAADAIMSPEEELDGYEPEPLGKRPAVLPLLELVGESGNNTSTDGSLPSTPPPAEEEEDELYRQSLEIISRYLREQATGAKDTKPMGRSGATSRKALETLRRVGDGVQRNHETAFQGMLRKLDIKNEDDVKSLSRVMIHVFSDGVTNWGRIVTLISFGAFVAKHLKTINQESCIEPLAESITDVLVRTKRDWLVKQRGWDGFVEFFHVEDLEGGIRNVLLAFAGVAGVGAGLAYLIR
Starred values were filed as active, the others as inactive; . = no result given.

SMILES	EBNA-1 inhibitor	Bcl-xL primary	Efflux pump mplx	CR mimetic SO	ZTA counter	MEX-5 binding	Fam108B counter	GLD-1 TGE inh	MCL1-BIM inh
CCn1cc(CN2CCC(n3nccc3NC(=O)c3ccccc3OC)CC2)cn1	-16	3	-0.2	76	-5	-0.2	-5	0	-10
CC(C)(C)c1cc(NC(=O)c2ccco2)no1	6	5	0.1	96	13	-1.6	-1	-1	1
CN(CC(=O)Nc1ccccc1Cl)C(=O)COC(=O)CSc1ccc(Cl)cc1	.	-3	0.0	139	-10	.	.	4	-6
CSc1ccc(CCNC(=O)c2ccc(CS(=O)Cc3ccccc3Cl)o2)cc1 (configuration not stated)	-10	-5	0.0	102	-12	-0.7	4	0	-2
CC(C)CCn1c(=S)[nH]c2ncccc2c1=O	3	2	0.1	100	-5	-0.6	-5	0	5
Cc1ccc(-c2[nH]c3cc(C(N)=O)ccc3c(=O)c2O)cc1	-3	9	-0.2	88	-16	-70*	13	1	6
CC(C)NC(=O)C1CCCN(S(C)(=O)=O)C1 (configuration not stated)	3	0	-0.1	103	-21	0.7	2	6	1
Cc1cc(C(=O)N2CCCC(C(=O)c3ccc4ccccc4c3)C2)nn1C (configuration not stated)	5	4	0.0	105	4	-1.9	1	1	3
C=CCn1c(SCC(=O)Nc2ccc3c(c2)OCO3)nnc1-c1cc(Br)ccc1O	2	4	-0.2	104	-12	-0.8	5	3	0
Cc1nc(SCC(=O)Nc2c(C)n(C)n(-c3ccccc3)c2=O)nc(C)c1C	-1	3	0.0	96	4	0.4	0	2	-5
O=C(CNC1CCN(Cc2ccccc2)CC1)Nc1ccc(S(=O)(=O)N2CCCCC2)cc1	-16	1	0.2	98	-17	-2.6	-7	-6	-4
CCc1ccc(C(=O)N2CCN(c3ccc(NC(=O)c4cccnc4)cc3)CC2)cc1	-13	1	0.0	112	-3	-0.6	1	9	10
Cc1ccc(S(=O)(=O)n2[nH]c(=O)c(CCO)c2C)cc1	1	6	-0.1	86	-6	1.8	3	2	8
CN1CCN(CCC(=O)Nc2ccc(F)c(F)c2)CC1	-19	-2	0.1	89	-7	-2.5	-2	-2	5
O=C(NC(=S)Nc1nc2c(s1)CCCC2)c1ccc(C(=O)c2ccccc2)cc1	1	7	-0.1	91	-22	-4.0	2	-5	21
O=C(Nc1ccc(F)cc1)Nc1nnc(Cc2ccccc2)s1	9	0	0.1	103	-2	2.7	-3	1	6
COc1cccc(-c2nnc3sc(C4CCCCC4)nn23)c1	-1	0	0.5	81	-13	-3.3	5	4	4
COc1ccc(CCN=Cc2ccccc2O)cc1OC	0	6	0.1	104	2	-0.7	-1	3	8
O=C(NCc1ccco1)C(=O)c1c[nH]c2ccccc12	1	6	0.0	95	11	-0.7	3	2	2
O=C(COc1ccccc1)N1CCN(S(=O)(=O)c2cccc([N+](=O)[O-])c2)CC1	0	2	0.1	114	7	-2.3	2	-3	4
COc1ccc(-c2cc(=O)oc3cc(OC(C)C(=O)NC(Cc4c[nH]c5ccc(O)cc45)C(=O)O)ccc23)cc1 (configuration not stated)	3	1	-0.1	79	2	-0.9	2	1	-7
Cc1cc(C)n(-c2ccc(Cl)c(C(=O)Nc3cc(C(F)(F)F)ccc3Cl)n2)n1	23	0	-2.2	83	3	0.5	6	2	2
Cc1noc(NS(=O)(=O)c2ccc(NC(=O)COc3ccccc3)cc2)c1C	-18	-2	0.0	87	-5	1.1	-2	5	-3
CCOC(=O)c1[nH]c(C)c(C(=O)Nc2ccccc2F)c1C	2	5	-0.2	99	-12	-1.2	4	3	1
CC1CCCCN1c1nnc(NC(=O)c2cc(-c3ccc(Br)cc3)on2)s1 (configuration not stated)	1	3	0.3	151	-14	1.8	14	-9	1

10 compounds from above, ordered by molar mass, largest number first.
SMILES	EBNA-1 inhibitor	Bcl-xL primary	Efflux pump mplx	CR mimetic SO	ZTA counter	MEX-5 binding	Fam108B counter	GLD-1 TGE inh	MCL1-BIM inh
Cc1cc(C)n(-c2ccc(Cl)c(C(=O)Nc3cc(C(F)(F)F)ccc3Cl)n2)n1	23	0	-2.2	83	3	0.5	6	2	2
O=C(COc1ccccc1)N1CCN(S(=O)(=O)c2cccc([N+](=O)[O-])c2)CC1	0	2	0.1	114	7	-2.3	2	-3	4
Cc1nc(SCC(=O)Nc2c(C)n(C)n(-c3ccccc3)c2=O)nc(C)c1C	-1	3	0.0	96	4	0.4	0	2	-5
Cc1cc(C(=O)N2CCCC(C(=O)c3ccc4ccccc4c3)C2)nn1C (configuration not stated)	5	4	0.0	105	4	-1.9	1	1	3
O=C(Nc1ccc(F)cc1)Nc1nnc(Cc2ccccc2)s1	9	0	0.1	103	-2	2.7	-3	1	6
COc1cccc(-c2nnc3sc(C4CCCCC4)nn23)c1	-1	0	0.5	81	-13	-3.3	5	4	4
CCOC(=O)c1[nH]c(C)c(C(=O)Nc2ccccc2F)c1C	2	5	-0.2	99	-12	-1.2	4	3	1
COc1ccc(CCN=Cc2ccccc2O)cc1OC	0	6	0.1	104	2	-0.7	-1	3	8
CN1CCN(CCC(=O)Nc2ccc(F)c(F)c2)CC1	-19	-2	0.1	89	-7	-2.5	-2	-2	5
O=C(NCc1ccco1)C(=O)c1c[nH]c2ccccc12	1	6	0.0	95	11	-0.7	3	2	2

Later entries:
SMILES	EBNA-1 inhibitor	Bcl-xL primary	Efflux pump mplx	CR mimetic SO	ZTA counter	MEX-5 binding	Fam108B counter	GLD-1 TGE inh	MCL1-BIM inh
Cc1ccnc(N2CCC(C(=O)NCc3ccc4c(c3)OCO4)CC2)n1	1	4	-0.1	107	4	0.3	1	3	1
O=C(NCc1ccco1)c1nc(-c2ccccc2)n(-c2ccccc2)n1	5	4	0.0	97	2	3.5	0	2	0
COc1ccc(CC(=O)Nc2cccc(C(=O)O)c2C)cc1	12	3	0.0	122	14	0.9	-1	-10	9
COc1ccc(CCNC(=O)c2cccnc2SC)cc1	-3	-2	-0.1	87	-2	.	-3	3	-3
CSc1ccc(/C=N\Nc2nncn2N)cc1	8	4	0.0	102	9	-4.6	-1	2	3
O=C(NC1CCCC1)c1cc(S(=O)(=O)N2CCOCC2)c(Cl)cc1Cl	-2	2	0.1	93	7	0.0	-5	-4	2
CCN1CCCC1CNC(=O)c1ccc2c(=O)n(CCOC)c(=O)[nH]c2c1 (configuration not stated)	-17	2	0.1	101	-11	-0.1	-1	-5	5
COc1ccccc1NC(=O)CSc1nc2ccccc2c(=O)n1CC1CCCO1 (configuration not stated)	-1	-2	-0.1	110	7	-2.9	-4	-2	-1
Cc1ccc(S(=O)(=O)N(C)c2c(C)ccc(S(=O)(=O)NC(C)(C)C)c2C)cc1	-2	4	0.1	107	1	-0.1	0	1	-4
COc1cc(CN2CCN(C(=O)CC(C)C)CC2)c([N+](=O)[O-])cc1OC	-13	1	-0.1	106	-17	0.2	-3	9	4
O=C(NC1CCCC1)C(c1ccccn1)N(C(=O)c1csnn1)C1CCCC1 (configuration not stated)	2	5	-0.1	104	-8	-1.8	0	-3	4
Nc1c(C(=O)NCc2ccco2)nnn1CC(=O)Nc1ccc2c(c1)OCO2	3	6	-0.1	97	-5	-0.7	3	2	-3
Cc1cc(C(=O)OCC(=O)c2c(N)n(C)c(=O)n(C)c2=O)c(C)n1-c1ccccc1	41*	1	0.0	92	-3	-1.9	-4	9	-2
Nc1ccccc1S(=O)(=O)c1ccccc1N	8	4	-0.1	81	7	1.4	0	2	-3
COc1cccc(OC)c1C(=O)OCC(=O)NC(=O)NCc1ccccc1	-5	-11	0.0	91	-3	-0.4	-5	7	-8
c1ccc(-c2nc3ccccc3nc2-c2ccccn2)nc1	5	3	-0.2	75	0	-1.7	11	-4	6
O=C1c2ccccc2C(=O)N1Cc1nc2ccccc2c(=O)n1Cc1ccco1	1	0	-0.1	92	2	0.6	0	5	-2
O=C(NCCN1CCN(c2ccccc2)CC1)C1CCCN(S(=O)(=O)c2cnc[nH]2)C1 (configuration not stated)	-1	4	-0.2	96	-21	0.0	1	8	2
O=C(COC(=O)[C@@H]1CC(O)CN1S(=O)(=O)c1ccc2c(c1)OCCO2)NCc1ccc(F)cc1 (some centres not stated)	-6	8	-0.2	98	-22	0.5	1	-7	0
FC(F)(F)c1cc(-c2cccs2)nc(NCc2ccco2)n1	-2	2	0.1	99	-5	-1.2	2	-1	5
C=CCn1c(N2CCN(c3ccc(OC)cc3)CC2)nc2c1c(=O)n(C)c(=O)n2C	7	5	-0.1	100	-1	1.1	2	-12	2
COc1ccc(CC(=O)N(C)CC(=O)Nc2ccc(F)cc2)cc1S(=O)(=O)N1CCOCC1	.	-2	0.1	94	2	.	.	4	0
COc1ccc(N2CCN(C(=O)CSc3nc4ccccc4c(=O)[nH]3)CC2)cc1	-8	7	0.4	80	10	-1.0	-1	-7	7
Cc1ccc(NS(=O)(=O)c2ccc(C(=O)N3CCC3)cc2)cc1	-2	7	0.0	96	-17	1.1	2	7	10
O=C(NCC(=O)N1CCOCC1)c1ccc(Cl)cc1	0	4	0.0	100	7	-0.5	-2	2	5

Entries of single compounds as entered above. Order of screens: EBNA-1 inhibitor | Bcl-xL primary | Efflux pump mplx | CR mimetic SO | ZTA counter | MEX-5 binding | Fam108B counter | GLD-1 TGE inh | MCL1-BIM inh
c1ccc(-c2nc3ccccc3nc2-c2ccccn2)nc1 is listed as 5 | 3 | -0.2 | 75 | 0 | -1.7 | 11 | -4 | 6
O=C(COC(=O)[C@@H]1CC(O)CN1S(=O)(=O)c1ccc2c(c1)OCCO2)NCc1ccc(F)cc1 (some centres not stated) is listed as -6 | 8 | -0.2 | 98 | -22 | 0.5 | 1 | -7 | 0

Next part
SMILES	EBNA-1 inhibitor	Bcl-xL primary	Efflux pump mplx	CR mimetic SO	ZTA counter	MEX-5 binding	Fam108B counter	GLD-1 TGE inh	MCL1-BIM inh
CCN(CCCNC(=O)CN1C(=O)COc2ccccc21)c1ccccc1	5	1	0.0	93	-7	.	-5	3	1
O=C(O)C1CCCCC1C(=O)NCc1ccccc1 (configuration not stated)	-2	0	0.0	108	8	0.3	1	8	6
N#CCCN1CCN(S(=O)(=O)c2ccc(S(=O)(=O)NCc3ccccc3)cc2)CC1	8	-2	-0.4	94	7	0.1	0	4	1
Cc1ccc(/C(CSc2nccn2-c2ncc(C(F)(F)F)cc2Cl)=N\O)cc1	-2	-2	-0.1	80	1	1.6	-5	1	1
CCC(OC(=O)c1nsc(Cl)c1Cl)C(=O)NCCc1ccccc1 (configuration not stated)	7	-2	-0.2	107	-1	1.9	2	-7	-9
Cc1cc(Cl)c2ccc3ccccc3c2n1	0	-9	0.0	102	-7	2.2	-4	-2	-6
CC1(C)N=C(N)NC(Nc2ccccc2)=N1	12	4	0.0	109	12	-1.4	5	2	1
COc1ccc(Cl)cc1NC(=O)C1CC(=O)N(C2CCCCC2)C1 (configuration not stated)	5	6	0.1	98	20	2.9	1	2	8
S=c1nc(C2COc3ccccc3O2)[nH][nH]1 (configuration not stated)	0	5	-0.3	106	-4	2.6	1	-2	20
CCNc1nc2c(c(=O)[nH]c(=O)n2C)n1CC(C)C	9	2	-0.1	89	14	1.9	0	4	-2
O=C(CSc1ccc(-c2cccnc2)nn1)Nc1ccccc1F	5	6	0.1	98	-2	-2.5	-1	5	5

Screening results from PubChem BioAssay.

An unsorted share of the library; any-hit rate near 2.3%.
